# ERK AVP block = inhibitors of vasopressin-stimulated ERK signaling pathway; AID 995; HEK293-V1b, vasopressin-stimulated pERK AlphaScreen; Potency, µM (top dose mostly 57.5 µM), for inactives: at the top dose activity, negative = inhibition, actives largely listed as inhibitors; 72,000 compounds, 0.99% hits; note: potency is the fitted concentration of half-maximal effect; % is set by controls: 0 for no effect and ±100 for the full control effect; nearly all actives have a fitted effect of over 55% in size
#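 qHTS, compounds titrated on V1b-expressing HEK293 cells. Preincubation 30 min at 37C, vasopressin 25 nM for 5 min, lysis 10 min, bead incubation 5 hr at room temperature.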
# HBB splicing = modulators of hemoglobin beta chain splicing; HBB splicing reporter cell assay, activation; EGFP reporter with mutant IVS2-654 intron; response scale: normalised to 500 nM splice-correcting PNA; Potency, µM (titrated, usually from 46.1 µM), for the others: at the top dose activation, usual class: activators; 65,000 compounds, 0.06% hits; AID 925; note: potency is the fitted concentration of half-maximal effect; 0% is about no effect
#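 HeLa cells stably expressing EGFP interrupted by mutant beta-globin intron 2 (IVS2-654), 500/well in 2% FCS. Treated with compound for 2 days at 37C. Splicing correction scored as total well GFP intensity (488 nm excitation, 500-520 nm emission); 500 nM antisense PNA served as control.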
# Rhodamine fluor = rhodamine region autofluorescence | Rhodamine-region fluorescence, 547/598 nm, Tris buffer; active compounds read high | max dye-equivalent concentration, M | 59,000 compounds, 0.05% hits | AID 594; in the data active = max dye-equivalent concentration above about 11 nM; inconclusive = between about 1.1 nM and that limit
#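 Compound fluorescence in 100 mM Tris, pH 8.0, read after 15 min at room temperature with 547 nm excitation and 598 nm emission. Output is dye-equivalent concentration from an on-plate rhodamine standard series.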
# FLuc inh = inhibitors of firefly luciferase | 72,000 compounds, 2.2% hits | Potency, µM (series often up to 57.1 µM), without a hit: top-dose activity change, negative = inhibition, most hits filed as inhibitors | purified firefly luciferase, luminescence, 8 min | P08659; note: potency is the fitted concentration of half-maximal effect; % is set by controls: 0 for no effect and ±100 for the full control effect; nearly all actives have a fitted effect of over 40% in size
#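 Luminescence read-out after 8 min at room temperature; enzyme reaction used luciferin plus 10 uM ATP (linear range) in imidazole buffer pH 7.2 with KCl, MgCl2, Tween 20 and BSA. Each sample was run as a titration.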
# CRE-bla Fsk = modulators of forskolin-stimulated CRE signaling in CHO cells | AID 662 | Potency, µM (top dose mostly 38.2 µM), without a hit: top-dose activity change, negative = inhibition, actives largely listed as activators | 71,000 compounds, 2.5% hits | CHO CRE-bla reporter (cAMP response element driving beta-lactamase), forskolin EC10, beta-lactamase ratio; active = well fitted activation curve with a large enough effect in the signal ratio, with a control signal flat, not every such curve was filed as active; inconclusive = small, poorly fitted or top-dose-only effect, or effect the other way, or a change in a side signal; the % refers to the signal ratio; note: potency is the fitted concentration of half-maximal effect; % of control where 0% means no effect
#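 Beta-lactamase reporter under a cAMP responsive element in CHO cells; compounds tested in titration series against EC10 NKH 477, 3 h at 37 °C. Read-out: CCF4 FRET ratio 460nm/530nm (excitation 405nm) giving %Activity, fitted to AC50.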
# Texas Red fluor = compounds fluorescent in Texas Red spectral region; Compound fluorescence, Texas Red channel, 547/618 nm; active compounds read high; max dye-equivalent concentration, M; 59,000 compounds, 0.06% hits; AID 587; in the data active = max dye-equivalent concentration above about 10 nM; inconclusive = between about 1.1 nM and that limit
#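 Spectral interference profiling: each compound concentration's relative fluorescence, read with a 547 nm excitation and 618 nm emission filter pair, was normalized to a per-plate Texas Red standard curve.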
# 15-hLO inh = blocks human 15-lipoxygenase activity; P16050; purified 15hLO-1, xylenol orange hydroperoxide absorbance; Potency, µM (top dose mostly 57.1 µM), without a hit: top-dose activity change, negative = inhibition, most hits filed as inhibitors; 74,000 compounds, 1.4% hits; note: potency is the fitted concentration of half-maximal effect; % is set by controls: 0 for no effect and ±100 for the full control effect; nearly all actives have a fitted effect of over 55% in size
# Target sequence (P16050 whole entry, looked up): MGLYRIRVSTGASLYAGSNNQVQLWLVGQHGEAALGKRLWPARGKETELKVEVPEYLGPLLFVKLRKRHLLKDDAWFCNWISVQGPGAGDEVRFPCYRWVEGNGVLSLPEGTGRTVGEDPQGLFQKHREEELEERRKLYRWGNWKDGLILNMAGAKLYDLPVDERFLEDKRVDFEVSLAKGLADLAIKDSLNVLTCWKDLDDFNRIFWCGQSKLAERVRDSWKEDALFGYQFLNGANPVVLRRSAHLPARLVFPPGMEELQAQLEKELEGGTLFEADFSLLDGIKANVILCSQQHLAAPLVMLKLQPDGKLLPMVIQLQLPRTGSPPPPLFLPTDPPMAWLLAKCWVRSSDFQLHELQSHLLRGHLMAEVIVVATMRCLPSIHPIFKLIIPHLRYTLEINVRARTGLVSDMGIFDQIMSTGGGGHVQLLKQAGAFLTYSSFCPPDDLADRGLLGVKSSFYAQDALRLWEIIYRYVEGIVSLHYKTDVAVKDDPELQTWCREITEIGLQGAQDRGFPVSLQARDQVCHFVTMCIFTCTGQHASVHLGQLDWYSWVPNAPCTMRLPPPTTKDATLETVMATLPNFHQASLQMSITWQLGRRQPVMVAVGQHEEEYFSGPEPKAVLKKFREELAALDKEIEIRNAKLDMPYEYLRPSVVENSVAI
#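 Purified human 15hLO-1 (40 nM) in 25 mM Hepes pH 7.5, 0.01% Triton X-100, preincubated 15 min RT with compound, then 50 uM arachidonic acid for 6 min. Hydroperoxide read by ferrous/xylenol orange, 30 min; 573/405 nm absorbance ratio gave progress.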
# Hsp90 Hop PPI = changes Hsp90-Hop TPR2A binding signal, up or down; AlphaScreen TPR2A-His6 binding biotin-Hsp90 C-terminal peptide; 71,000 compounds, 0.44% hits; Potency, µM (titrated, usually from 57 µM), for the others: at the highest dose activity change, negative = inhibition; active = well fitted curve in either direction with a large enough effect; inconclusive = small, poorly fitted or top-dose-only effect, or another doubt; note: potency is the fitted concentration of half-maximal effect; % is set by controls: 0 for no effect and ±100 for the full control effect; many of its hits are not listed in these tables
# Pol III holo inh = blocks replication by bacterial DNA polymerase III holoenzyme | AID 603 | Potency, µM (highest dose often 57.1 µM), without a hit: top-dose activity change, negative = inhibition | reconstituted DNA polymerase III holoenzyme replication, biochemical | 71,000 compounds, 0.25% hits; note: potency is the fitted concentration of half-maximal effect; % is set by controls: 0 for no effect and ±100 for the full control effect
#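 Reconstituted *E. coli* holoenzyme (0.35 nM Pol III, 1 nM beta, 154 nM SSB, 2 nM primase) was preincubated with compound for 15 min at RT. Synthesis on 1.4 nM ssM13Gori ran 35 min, then was stopped with PicoGreen/EDTA and read as dsDNA fluorescence.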
# HADH2 inh = HADH2 (human) dehydrogenase inhibition; Q99714; AID 886; 73,000 compounds, 3.4% hits; recombinant HADH2, NADH fluorescence, beta-hydroxybutyryl-CoA; Potency, µM (doses to about 57.1 µM), for the others: at the highest dose activity change, negative = inhibition, hits mostly inhibitors; note: potency is the fitted concentration of half-maximal effect; % is set by controls: 0 for no effect and ±100 for the full control effect; nearly all actives have a fitted effect of over 60% in size; many of its hits are not listed in these tables
# Target sequence (Q99714 whole entry, looked up, one chain of several): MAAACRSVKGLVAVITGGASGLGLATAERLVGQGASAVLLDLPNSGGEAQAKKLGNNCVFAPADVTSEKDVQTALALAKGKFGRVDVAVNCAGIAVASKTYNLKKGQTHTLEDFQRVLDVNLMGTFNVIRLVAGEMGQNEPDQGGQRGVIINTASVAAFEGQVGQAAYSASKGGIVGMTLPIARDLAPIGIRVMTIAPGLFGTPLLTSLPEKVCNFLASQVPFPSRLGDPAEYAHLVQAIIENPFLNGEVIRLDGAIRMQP
#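 Activity measured as NADH fluorescence gain (360/450 nm), taken as the change between first and last reads of a 4-min kinetic run. Conditions: pH 9.0 Tris buffer, 20 nM E. coli-expressed His-tagged enzyme, 1 mM NAD+, 90 uM beta-hydroxybutyryl-CoA; 15-min compound preincubation.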
# Tau filament bind = binders of human tau filaments; P10636; recombinant tau filaments, thioflavin S fluorescence, 15 h; filaments grown with octadecylsulfate alongside compound; Potency, µM (top dose mostly 57.1 µM), for inactives: at the top dose activity change, negative = inhibition; 71,000 compounds, 2% hits; AID 596;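 note: potency is the fitted concentration of half-maximal effect; % is set by controls: 0 for no effect and ±100 for the full control effect; actives lower thioflavin S fluorescence by blocking filaments or displacing dye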
#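 Thioflavine S fluorescence (ex 450, em 510 nm) reports filaments formed from 1 uM human tau plus 30 uM ODS over 15 h at 37 C (10 mM HEPES pH 7.4, 100 mM NaCl, 5 mM DTT); compounds displacing dye or blocking filaments lower signal.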
# * marks the source's active call; other numbers are inactive results; i = inactive; ? = inconclusive; . = no result given; [ ] = another dose, or the depositor's remark. Unless noted, calls come from the whole dose curve; as a rule, active = well fitted curve in the direction sought with a large enough effect; inconclusive = small, poorly fitted or top-dose-only effect, or another doubt; inactive = no such curve, though single readings can be large; an effect the other way counts as inactive or inconclusive.
SMILES,ERK AVP block,HBB splicing,Rhodamine fluor,FLuc inh,CRE-bla Fsk,Texas Red fluor,15-hLO inh,Hsp90 Hop PPI,Pol III holo inh,HADH2 inh,Tau filament bind
O=C(O)C1CCCCC1C(=O)Nc1ccc(Cl)cc1 (stereo not given),-2%,0.1%,i,-1%,-7%,i,-1%,-1%,-3%,9%,8%
CCn1c(C(=O)Nc2ccsc2C(=O)OC)cc2sc(Cl)cc21,49%[activator],0.3%,.,3%,1%,.,-1%,8%,3%,?,11%
COc1cc(NC(=O)C(C)C)ccc1NC(=O)c1ccco1,0%,.,i,20µM*,4%,i,-6%,0%,-7%,1%,1%
CCN1CCN(Cc2ccc(NC(=O)Nc3ccccc3Cl)cc2)CC1,-18%,-2.1%,.,16µM*,2%,.,-18%,-4%[2.3 µM],-1%,5%,-9%
CC(C)(NO)/C(=N/O)c1cccs1,-8%,-2.6%[1.84 µM],i,2%,?,i,-7%,0%,-5%,?,-1%
CCOC(=O)c1c(C)c(C(=O)NC2CCCCCC2)c(C)n1C,-9%,-0.2%,i,4%,4%,i,0%,-2%,-8%,-5%,-6%
Cc1nc(C)c(-c2csc(NCc3ccco3)n2)s1,?,.,i,-14%,?,i,-14%,-10%,1%,?,-1%
COc1ccc(-c2nn(-c3ccccc3)cc2C(=O)NCCCn2ccnc2)cc1,-12%,-2.6%,i,-1%,6%,?,1%,-7%,-2%,2%,3%
Cc1ccc2c(c1)cc(CN(Cc1ccco1)S(=O)(=O)c1ccccc1)c1nnnn12,10%,.,i,1%,11%,i,11%,2%,-3%,17%,0%
O=C(NCc1ccccc1)C(c1cccs1)N(C(=O)c1csnn1)C1CC1 (stereo not given),29%,1.0%[57.5 µM],i,0%,1%,i,-3%,0%,-2%,10%,-6%
O=C1C(Cl)=C(Sc2nnc3c4ccccc4c4ccccc4c3n2)C(=O)c2ccccc21,28%[11.5 µM],-3.4%[9.22 µM],i,0%[11.4 µM],12%[7.6 µM],?,-23%[11.4 µM],-13%[11 µM],-8%[11.4 µM],3.2µM*,107%[11.4 µM]
COCCCNC(=O)c1c(F)c(F)c(F)c(F)c1F,1%,0.2%[9.22 µM],.,2%,-5%,.,1%,0%,3%,5%,-4%
N#Cc1nc(COc2ccccc2Cl)oc1N1CCCCCC1,?,-0.1%,.,-1%,15%,.,-11%,?,2%,9%,169%
c1ccc(CSc2nnc(-c3cccs3)o2)cc1,26%,.,i,-15%,10%,i,-8%,?,-5%,5%,-10%
O=C(Nc1ccccc1N1CCN(c2ccc(F)cc2)CC1)C1CCCCC1,6%,.,i,4%,5%,i,-9%,-2%,-2%,-13%,-6%
CC(=O)N(CN1C(=O)C2CC=CCC2C1=O)c1cccc(Cl)c1 (stereo not given),-6%,.,i,-3%,4%,i,-2%,-1%,-14%,-9%,68%
Cc1c(Nc2cc(=O)oc3ccccc23)c(=O)n(-c2ccccc2)n1C,-7%,-0.9%,i,2%,?,i,8%,-5%,2%,0%,6%
O=C(COC(=O)c1cc[n+]([O-])cc1)Nc1ccc2c(c1)OCCO2,-2%,-0.2%[57.5 µM],i,-1%,-3%,?,1%,-5%,0%,4%,-1%
CC1CCN(CCCNC(=O)c2coc3nc4ccccc4nc23)CC1,37%[activator],1.3%,i,-1%,?,i,-5%,-3%,-3%,348%[activator],3%
O=C(Nc1nc(-c2ccncc2)cs1)C1COc2ccccc2O1 (stereo not given),.,-0.8%,.,-13%,?,.,?,-6%,-5%,1µM*,47%

# Overlap with the part before: 7 compounds; new compounds follow.
SMILES,ERK AVP block,HBB splicing,Rhodamine fluor,FLuc inh,CRE-bla Fsk,Texas Red fluor,15-hLO inh,Hsp90 Hop PPI,Pol III holo inh,HADH2 inh,Tau filament bind
c1ccc(CSc2nnc(-c3cccs3)o2)cc1,26%,.,i,-15%,10%,i,-8%,?,-5%,5%,-10%
O=C(Nc1ccccc1N1CCN(c2ccc(F)cc2)CC1)C1CCCCC1,6%,.,i,4%,5%,i,-9%,-2%,-2%,-13%,-6%
CC(=O)N(CN1C(=O)C2CC=CCC2C1=O)c1cccc(Cl)c1 (stereo not given),-6%,.,i,-3%,4%,i,-2%,-1%,-14%,-9%,68%
Cc1c(Nc2cc(=O)oc3ccccc23)c(=O)n(-c2ccccc2)n1C,-7%,-0.9%,i,2%,?,i,8%,-5%,2%,0%,6%
O=C(COC(=O)c1cc[n+]([O-])cc1)Nc1ccc2c(c1)OCCO2,-2%,-0.2%[57.5 µM],i,-1%,-3%,?,1%,-5%,0%,4%,-1%
CC1CCN(CCCNC(=O)c2coc3nc4ccccc4nc23)CC1,37%[activator],1.3%,i,-1%,?,i,-5%,-3%,-3%,348%[activator],3%
O=C(Nc1nc(-c2ccncc2)cs1)C1COc2ccccc2O1 (stereo not given),.,-0.8%,.,-13%,?,.,?,-6%,-5%,1µM*,47%
CN1C(c2ccc(F)cc2)=CS/C1=C(\C#N)c1nnc2n1-c1ccccc1SC2,10%,-2.6%,i,-1%,-9%,i,-11%,-11%,-3%,2%,8%
O=C(O)C1CCN(c2ncnc3ccc(-c4ccccc4C(F)(F)F)cc23)CC1,-11%,0.8%,i,0%[2.29 µM],7%,i,8%,-4%,-7%,11%,3%
CCOc1ccc(N2C(=O)CC(N3CCN(C(=O)CN4CCCC4)CC3)C2=O)cc1 (stereo not given),-11%,0.6%,.,0%,1%,.,5%,-4%,-2%,6%,2%
CCCCCCn1c(SCC(=O)c2ccccc2)nc2c1c(=O)[nH]c(=O)n2C,.,0.2%,.,0%,?,.,-2%,-5%,-7%,?,149%
O=C(Cc1cccs1)Nc1nnc(SCC(=O)NC2CCCCC2)s1,-5%,1.1%,i,-4%,3%,i,2%,0%,2%,-15%,-9%
COc1ccccc1N1CCN(c2cc(C)nc3nc(C)nn23)CC1,-7%,1.6%,.,3%,9%,.,-2%,-2%,-11%,2%,4%
O=C1[C@@H]2[C@H]3[C@H](O)[C@H](O)C/C(=N/OCc4ccccc4)[C@H]3CC[C@H]2C(=O)N1c1ccc(F)cc1F,2%[11.5 µM],-0.1%[9.22 µM],.,2%[11.4 µM],.,.,4%[11.4 µM],.,.,-13%[11.4 µM],.
COc1cccc(NC(=O)C2CCCN2C(=O)Nc2cccc(F)c2)c1 (stereo not given),-11%,.,i,6%,-19%,i,-2%,0%,-4%,-3%,-7%
O=C(CCn1cnc2ccccc2c1=O)Nc1ccc(S(=O)(=O)N2CCCCC2)cc1,-1%,-1.3%,i,-1%,9%,i,-3%,-5%,-2%,0%,5%
COCCn1c(Cc2ccccc2)nnc1SCC(=O)N(C)C,?,0.3%,i,-6%,19%,i,8%,1%,-3%,7%,3%
Cc1cc2ncc(C(=O)Nc3ccccc3)c(C)n2n1,-12%,0.0%,i,1%,0%,i,5%,-1%,-5%,0%,-6%
CCN1C(=O)C(O)(CC(=O)c2ccc3c(c2)OCCO3)c2ccccc21 (stereo not given),-13%,0.9%,.,1%,-4%,.,5%,-5%,-5%,-10%,-1%
CC(C)NC(=O)N1CCC2(CC1)CCN(C(=O)c1csnn1)CC2,11%,3.2%,i,1%[11.4 µM],6%,i,1%,-1%,-5%,3%,-9%
Cc1nnc(SCSc2nnc(C)s2)s1,4%,-1.7%,i,-2%,-4%,i,-13%,0%,-14%,12%,5%
c1ccc(-n2ncc3c2ncn2nnnc32)cc1,1%,-4.6%,i,0%,-10%,i,0%,-2%,2%,-3%,0%
CCCC(=O)c1ccc(N2CCN(C(=O)c3ccccc3Br)CC2)c(F)c1,25µM*,-1.3%[9.22 µM],.,1%,?,.,-25%,5%,2%,-12%,53%

# An excerpt (hit frequency here may not be typical).
